HTT ATP protect – cytoprotection in Huntington HTT-Q103 PC12 cell model; 230,000 compounds, 0.14% hits; Potency, µM (titrated, usually from 56.4 µM), for inactives: cytoprotection (ATP increase), usual class: activators; AID 1471; PC12 HTT-Q103 induced, cytoprotection, ATP luminescence, 40 h;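 also: % of control where 0% means no effect; nearly all actives have a fitted effect of over 45% in size; toxic huntingtin expression switched on by the ecdysone agonist tebufenozide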
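Quantitative HTS on tebufenozide-induced (100 nM) PC12 cells expressing HTTQ103 exon 1–GFP; compounds tested as a concentration series; survival measured via cellular ATP.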
Tau fibril ThT – tau fibrillization inhibition (ThT binding); P10636; recombinant tau K18 P301L, heparin-induced fibrillization, ThT fluorescence; Potency, µM (titrated, usually from 57.4 µM), for inactives: top-dose activity, negative = inhibition, hits mostly inhibitors; 270,000 compounds, 2.1% hits; AID 1460; also: % is scaled to controls: 0 for no effect and ±100 for the full control effect; nearly all actives have a fitted effect of over 55% in size
Target sequence (P10636 561-689 P618L limits assumed): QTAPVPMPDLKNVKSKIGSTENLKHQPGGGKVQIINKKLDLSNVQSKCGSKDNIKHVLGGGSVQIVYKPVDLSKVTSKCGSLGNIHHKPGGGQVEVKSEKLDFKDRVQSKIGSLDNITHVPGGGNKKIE
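Heparin-induced (20 uM) aggregation of recombinant human K18 P301L tau, 15 uM unlabeled with 0.24 uM labeled, pH 7 acetate buffer, 6 hr at 37 C with compound. Fibrils quantified by 30 uM ThT fluorescence after 1 hr ambient incubation.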
RECQ1 helicase – RECQ1 (human) helicase inhibition; P46063; RECQ1 DNA unwinding, red fluorescence kinetic read; Potency, µM (titrated, usually from 57.3 µM), for inactives: at the top dose activity, negative = inhibition, usual class: inhibitors; 240,000 compounds, 0.54% hits;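 also: plate controls were vehicle for no effect and no enzyme for full effect; nearly all actives have a fitted effect of over 30% in size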
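RECQ1T1 50 nM; forked duplex (20 bp + 30-nt ss tails) 200 nM, ATP 2 mM final; pH 8.0, 2 mM MgCl2, 2.5 ug/ml poly(dI-dC); 15 min compound preincubation; discontinuous kinetic read over 2 h at RT.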
TRb-SRC2 inh – disrupts binding of human TR beta to SRC2 | P10828 | TRbeta-SRC2 peptide binding, fluorescence polarization; receptor liganded with 1 µM T3 | Potency, µM (titrated, usually from 106 µM), without a hit: top-dose activity change, negative = inhibition, usual class: inhibitors | 280,000 compounds, 0.065% hits;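 also: plate controls were bound peptide for no effect and peptide without receptor for full effect; nearly all actives have a fitted effect of over 50% in size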
Target sequence (P10828 whole entry, looked up): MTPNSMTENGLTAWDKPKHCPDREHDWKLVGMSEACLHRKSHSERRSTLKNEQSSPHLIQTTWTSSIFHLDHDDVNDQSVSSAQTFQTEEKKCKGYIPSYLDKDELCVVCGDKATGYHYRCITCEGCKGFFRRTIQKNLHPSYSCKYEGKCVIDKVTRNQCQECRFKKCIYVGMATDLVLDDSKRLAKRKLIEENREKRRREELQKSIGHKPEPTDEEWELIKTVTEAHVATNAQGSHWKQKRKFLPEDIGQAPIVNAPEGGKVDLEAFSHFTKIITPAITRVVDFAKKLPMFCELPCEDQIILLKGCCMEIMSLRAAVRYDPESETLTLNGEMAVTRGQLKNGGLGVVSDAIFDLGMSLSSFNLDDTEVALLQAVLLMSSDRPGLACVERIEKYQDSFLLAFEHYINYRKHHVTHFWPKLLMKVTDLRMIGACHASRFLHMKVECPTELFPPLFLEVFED
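Human TRb ligand-binding domain (0.6 uM) is mixed with 20 nM Texas Red SRC2 peptide and 1 uM T3; after compound addition and 5 hr at ambient temperature, polarization is measured and normalized to unbound and bound controls.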
Tau fluor counter – counter-screen for tau fibril formation inhibitors; AID 1463; Potency, µM (doses to about 57.7 µM), for the others: top-dose activity change, negative = decrease; 280,000 compounds, 0.93% hits; tau K18 P301L (four-repeat tau fragment) Alexa594 fluorescence, heparin fibrillization; also: % is scaled to controls: 0 for no effect and ±100 for the full control effect; nearly all actives have a fitted effect of over 55% in size
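Human K18 P301L tau (15 uM unlabeled plus 0.24 uM Alexa 594-labeled, final) in 100 mM sodium acetate pH 7 was mixed with compound and 20 uM heparin and incubated 6 hr at 37 C.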
L3MBTL1 block – blocks human L3MBTL1 | Q9Y468 | 230,000 compounds, 0.66% hits | AlphaScreen L3MBTL1–H3K9me1 peptide binding | Potency, µM (highest dose often 57.1 µM), for the others: top-dose activity, negative = inhibition, actives largely listed as inhibitors; also: % is scaled to controls: 0 for no effect and ±100 for the full control effect; nearly all actives have a fitted effect of over 60% in size
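First, the protein-peptide complex forms for 30 min at room temperature (L3MBTL1 50 nM, biotinylated H3K9me1 peptide 75 nM). Next, compounds are pin-transferred and incubated 30 min. Finally, AlphaScreen beads are added and read after 30 min.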
TR SRC2 fluor cs – alters Texas Red total fluorescence, flagging assay interference; AID 1479; Potency, µM (series often up to 106 µM), for the others: at the highest dose fluorescence change, negative = quenching; TRb/SRC2 Texas Red total fluorescence interference; 280,000 compounds, 0.29% hits; active = well fitted curve in either direction with a large enough effect; inconclusive = small, poorly fitted or top-dose-only effect; also: % is scaled to controls: 0 for no effect and ±100 for the full control effect
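Human TRb ligand-binding domain at 0.6 uM with 20 nM Texas Red SRC2 peptide in Tris buffer containing 1 uM T3 and 5% DMSO, incubated with compound 5 h at ambient temperature. Total fluorescence (555/632 nm) calculated as parallel + 2 × perpendicular.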
Tau fibril FP – inhibitors of human tau fibril formation; 280,000 compounds, 0.39% hits; Potency, µM (highest dose often 57.7 µM), for inactives: top-dose activity, negative = inhibition, actives largely listed as inhibitors; P10636; K18 P301L tau heparin fibrillization, Alexa594 FP, 6 h; also: % is scaled to controls: 0 for no effect and ±100 for the full control effect; nearly all actives have a fitted effect of over 55% in size
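FP of Alexa 594-tau after heparin (20 uM) induction. Substrate: human K18 P301L, 15 uM unlabeled, 0.24 uM labeled. Buffer 100 mM sodium acetate pH 7. 6 hr, 37 C.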
* hit, by the source's call; i = inactive; ? = inconclusive; · = no result given; [ ] = another dose, or the depositor's remark. Unless noted, calls follow the shape of the dose curve; as a rule, active = well fitted curve in the direction sought with a large enough effect; inconclusive = small, poorly fitted or top-dose-only effect, or another doubt; inactive = no such curve, though single readings can be large; an effect the other way counts as inactive or inconclusive. Potency is read from the fitted curve at half-maximal effect.

item	smiles	HTT ATP protect	Tau fibril ThT	RECQ1 helicase	TRb-SRC2 inh
1	O=[N+]([O-])c1cccc(N/N=C/c2cccc(O)c2O)c1	7.1%[10 µM]	7.94µM*	i	-5.7%
2	COc1ccc(OC)c(CCNC(=O)c2cc3c(=O)oc4ccc(C)cc4c3s2)c1	·	1.5%	·	-4.7%
3	COc1ccccc1C1C=C(c2ccc(Cl)cc2)Nc2nc(NS(C)(=O)=O)nn21 (stereo unspecified)	-7.5%[10 µM]	-4.2%	0.9%	-4.6%
4	CN(CCc1ccccn1)C(=O)c1cccnc1Oc1ccccc1	-10.7%[10 µM]	0.7%	i	-5.7%
5	COc1ccc(S(=O)(=O)N(CC(=O)NCCSc2ccc(C)cc2)c2ccc(C)cc2)cc1	·	0.6%	·	13.9%
6	COC(=O)C(CC(C)C)NC(=O)/C=C/c1ccccc1Cl (stereo unspecified)	31.2%[10 µM]	-8.6%	-8.0%	-2.1%
7	O=C(CSc1nnc(-c2cccnc2)s1)Nc1cccc(C(=O)O)c1	-7.1%[10 µM]	8.7%	-1.4%	1.5%
8	CC(C)CC(=O)Nc1cccc(-c2cn3cccnc3n2)c1	·	-8.3%	·	-9.1%
9	COc1ccccc1OCCOC(=O)Nc1ccccc1	-8.7%[10 µM]	-5.1%	7.9%	-1.4%
10	CC1CCCC(C(=O)O)N1C(=O)CCS (stereo unspecified)	25.6%	-7.2%	-2.3%	12.7%
11	CCNS(=O)(=O)c1ccc(NC(=S)NCC2CCCO2)cc1 (stereo unspecified)	-32.0%[inhibitor]	11.3%	i	0.3%
12	CN1CCN(c2ccc(C(=O)c3cn(-c4ccc(F)c(Cl)c4)nn3)cc2)CC1	-20.6%	?	-1.6%	-14.7%

item	Tau fluor counter	L3MBTL1 block	TR SRC2 fluor cs	Tau fibril FP
1	15.8µM*[quencher]	?	-12.3%	5.2%
2	-9.6%	·	-5.6%	-4.1%
3	6.3%	4.1%	-1.8%	3.3%
4	1.8%	1.5%	-3.0%	-0.1%
5	-11.3%	·	-0.9%	4.3%
6	-13.1%	5.8%	-1.0%	6.3%
7	6.3%	33.1%[activator]	-5.1%	0.9%
8	-15.4%	·	-1.8%	4.9%
9	-2.9%	-2.3%	-0.8%	1.4%
10	-9.5%	·	-1.0%	-0.7%
11	6.0%	42.8%[activator]	-0.2%	-3.2%
12	-12.0%	-2.3%	-1.6%	-7.0%

Look-ups from above.
Under TRb-SRC2 inh, O=C(CSc1nnc(-c2cccnc2)s1)Nc1cccc(C(=O)O)c1 has 1.5%
Under Tau fluor counter, CC(C)CC(=O)Nc1cccc(-c2cn3cccnc3n2)c1 has -15.4%

(cont.)
item	smiles	HTT ATP protect	Tau fibril ThT	RECQ1 helicase	TRb-SRC2 inh
13	CCCCCCCn1c(C)nnc1-c1cnn(C)c1N	26.5%[10 µM]	-5.8%	-4.6%	0.2%
14	CCC(=O)NS(=O)(=O)c1ccc(N=NN2CCCCC2)cc1	1.9%[10 µM]	6.2%	0.5%	-3.1%
15	CCOc1ccccc1NC(=O)CSc1nnc2c(CC)c(C)nc(N)n12	-11.7%[10 µM]	0.8%	-0.5%	-22.5%
16	C/C(=C\c1ccccc1)CN1CCN(c2cccc(Cl)c2)CC1	0.7%	-16.3%	i	0.9%
17	COc1ccc(COC2OC[C@]3(C)[C@H]4C5=C(CN3C(=O)OC(C)(C)C)[C@H](C)C(CO)C(CO)C5CC[C@@H]24)cc1 (stereo partly specified)	-9.6%	-5.4%	i	5.1%
18	CCCc1nc(SCC(N)=O)[nH]c(=O)c1CC	-0.7%	-3.7%	-4.5%	-8.3%
19	O=C(COC(=O)c1cccc2c1C(=O)c1ccccc1C2=O)NC1CCCCC1	-5.0%[10 µM]	-20.0%	-11.7%	6.0%
20	CC(=O)Nc1nc(NC(=O)/C=C/c2ccccc2)n(-c2ccccc2)n1	27.9%[10 µM]	7.9%	0.1%	-1.3%
21	C=CCNC(=S)NNC(=O)c1ccccc1	4.0%[10 µM]	5.7%	5.2%	8.0%
22	O=C1N=c2ccc(Br)cc2=C1c1sc(=S)n(NS(=O)(=O)c2ccccc2)c1O	5.3%	11.2µM*	-11.9%	-1.9%
23	NCCCCC(N)C(=O)NC(Cc1ccc(O)cc1)C(=O)NC(CCCCN)C(=O)O (stereo unspecified)	·	-1.0%	-12.0%	-6.8%
24	COc1ccccc1OCc1ccc(C(=O)NCc2cccnc2)o1	-31.9%	-6.3%	-11.0%	3.7%

item	Tau fluor counter	L3MBTL1 block	TR SRC2 fluor cs	Tau fibril FP
13	1.1%	13.9%	-2.9%	-1.1%
14	3.7%	10.4%	-2.8%	0.8%
15	-4.2%	1.3%	-3.4%	-11.3%
16	-8.8%	8.9%	-3.4%	3.3%
17	-7.6%	·	-2.8%	7.5%
18	-2.2%	0.4%	2.2%	-7.5%
19	?	-13.5%	-4.7%	12.7%
20	3.1%	5.9%	-5.6%	2.5%
21	3.5%	3.4%	1.2%	1.6%
22	14.1µM*[quencher]	-11.2%	-1.2%	?
23	4.3%	·	-3.6%	6.4%
24	-10.1%	2.9%	-1.0%	-13.5%

A run of entries of the results above:
item	smiles	HTT ATP protect	Tau fibril ThT	RECQ1 helicase	TRb-SRC2 inh
13	CCCCCCCn1c(C)nnc1-c1cnn(C)c1N	26.5%[10 µM]	-5.8%	-4.6%	0.2%
14	CCC(=O)NS(=O)(=O)c1ccc(N=NN2CCCCC2)cc1	1.9%[10 µM]	6.2%	0.5%	-3.1%
15	CCOc1ccccc1NC(=O)CSc1nnc2c(CC)c(C)nc(N)n12	-11.7%[10 µM]	0.8%	-0.5%	-22.5%
16	C/C(=C\c1ccccc1)CN1CCN(c2cccc(Cl)c2)CC1	0.7%	-16.3%	i	0.9%

item	Tau fluor counter	L3MBTL1 block	TR SRC2 fluor cs	Tau fibril FP
13	1.1%	13.9%	-2.9%	-1.1%
14	3.7%	10.4%	-2.8%	0.8%
15	-4.2%	1.3%	-3.4%	-11.3%
16	-8.8%	8.9%	-3.4%	3.3%

The list goes on:
item	smiles	HTT ATP protect	Tau fibril ThT	RECQ1 helicase	TRb-SRC2 inh
25	COc1cc(Cn2c(=O)sc3ccccc32)ccc1OCCC(C)C	·	-7.7%	·	6.3%
26	Cc1cc(C(=O)NCc2ccc(S(N)(=O)=O)cc2)c(C)o1	-8.2%	-6.4%	i	-7.8%
27	Cc1cc[n+](CC(=O)N2CCCc3ccccc32)cc1	5.2%	-6.6%	-5.9%	5.7%
28	CCOC(=O)c1nnn(-c2nonc2-n2cccc2)c1-c1cccc([N+](=O)[O-])c1	-4.6%	-3.3%	-2.4%	0.9%
29	COc1ccc(-c2cn3c(n2)sc2cc(C(=O)Nc4cccc(SC)c4)ccc23)cc1	·	-7.6%	·	0.0%
30	O=S(=O)(c1ccc(Br)s1)N1CCN(c2ccnc3cc(Cl)ccc23)CC1	25.9%[10 µM]	-10.8%	17.2%	-4.4%
31	CC(C)Oc1ccccc1OCCN(C)C	-22.2%[10 µM]	-1.5%	i	-10.7%
32	CCOC(=O)c1c(CSc2ccc(C)cc2)oc2ccc(O)cc12	7.1%[10 µM]	?	-4.3%	3.5%
33	COc1ccc(CC(=O)Nc2nc(-c3cccnc3)cs2)cc1	·	?	5.4%	-1.4%
34	CC1=C(C(N)=O)C(c2cccnc2)n2nc(-c3cccc(Cl)c3)nc2N1 (stereo unspecified)	-20.0%	-17.4%	i	1.6%
35	Cc1cc(NC(=O)CCNS(=O)(=O)c2cc(Br)cnc2N)ccc1Br	-22.1%	2.8%	-13.7%	-1.1%
36	CC(C)c1ccc(NC(=O)c2ccc(NC(=O)CCS(=O)(=O)c3cccs3)cc2)cc1	·	1.3%	·	6.0%

item	Tau fluor counter	L3MBTL1 block	TR SRC2 fluor cs	Tau fibril FP
25	-13.2%	·	-9.2%	-10.0%
26	-5.2%	·	-2.0%	4.6%
27	-5.4%	·	-2.1%	-9.8%
28	-18.2%	·	-1.4%	3.7%
29	-3.9%	·	?	4.7%
30	-17.4%	-16.0%	-0.6%	-1.4%
31	1.9%	5.1%	-0.8%	-4.5%
32	?	-0.1%	-0.2%	31.6µM*
33	-14.8%	0.9%	0.3%	-15.4%
34	-14.9%	14.7%	-9.3%	-9.1%
35	?	·	-3.3%	?
36	1.2%	·	-13.6%	?

Going on with the list.
item	smiles	HTT ATP protect	Tau fibril ThT	RECQ1 helicase	TRb-SRC2 inh
37	Cc1cc(C(=O)OCC(=O)c2ccc(Br)s2)c(C)o1	-19.9%	-8.7%	-3.2%	6.4%
38	CCC12CN3CCN(CC(C3)/C1=N\NC(=O)c1ccc(C(C)(C)C)cc1)C2	·	-8.2%	-16.3%	-7.6%
39	COc1ccc(S(=O)(=O)N(C)CC(=O)NCCC2=CCCCC2)cc1	-15.5%[10 µM]	-4.7%	-4.0%	-0.1%
40	CC(C)C(=O)NC(=S)Nc1ccccc1C(=O)Nc1ccccc1	-13.1%	-4.9%	-1.5%	-3.1%
41	CC(C)OC(=O)/C(=C\c1cccc2ccccc12)NC(=O)c1ccccc1	9.9%[10 µM]	-8.9%	-7.0%	0.5%
42	CC(C)CNC(=O)c1ccccc1NC(=O)Nc1ccccc1	-14.6%	-4.4%	-21.4%	-3.2%

item	Tau fluor counter	L3MBTL1 block	TR SRC2 fluor cs	Tau fibril FP
37	-14.5%	-0.3%	0.1%	3.3%
38	-2.9%	11.2%	-2.7%	-1.1%
39	-11.7%	0.4%	2.1%	-3.1%
40	-0.8%	4.0%	1.2%	0.4%
41	-10.1%	4.2%	-10.5%	11.4%
42	-6.4%	·	-1.1%	-1.8%

From PubChem BioAssay

Some of the compounds tested, so the mix of outcomes need not match the whole.
